# RTF Ca sens inh: cardiac RTF calcium sensitivity inhibitors, primary screen, biochemical, IANBD-TnC fluorescence, EC70 calcium; Troponin I, cardiac muscle (Homo sapiens) + Troponin T, cardiac muscle (Homo sapiens) + …; IANBD-labeled cardiac RTF, Ca2+ fluorescence; inhibition, % at 7.15 µM; 0.12% of 340,000 active; AID 493244, 2011;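 active = inhibition above the mean inhibition of all tested compounds plus 3 SD, cut at about 17% in these data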;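 also: assay run at fixed EC70 calcium of 1.6 mM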
# Arr AP2 block: inhibitors of beta-arrestin/AP2 binding, primary screen, biochemical, GPCR trafficking, flow cytometry; inhibition, % at 10 µM; 0.31% of 340,000 active; FITC-arrestin peptide / GST-AP2 beads; AP2 beta2 appendage carries R879A mutation; beta-arrestin 1 C-terminal peptide binding to AP2 beta2-adaptin appendage (human); AID 504490, 2011;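 active = inhibition above a set limit, near 3 SD of compounds lacking own fluorescence, cut at about 54% in these data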;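 also: plate controls were DMSO wells for no effect and 5 µM unlabelled arrestin peptide for full effect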
#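 system = GST-tagged AP2 beta2-adaptin appendage (R879A) on 4 µm glutathione beads | reagent = FITC-labelled arrestin peptide probe, 50 nM final | schedule = compound with beads 12 min RT, then probe 1 h RT | signal = HyperCyt-sampled flow cytometry, FL1 channel, ex 488/em 535 nm | read-out = percent response from loss of bead-bound FITC fluorescence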
# DAGLB inh: DAGLB lipase inhibitors, primary screen, biochemical, fluorescence, HTS. Diacylglycerol lipase-beta (Homo sapiens), Q8NCG7. HEK293T DAGLB membrane lysate, EnzChek fluorogenic substrate. inhibition, % at 5.17 µM. 0.059% of 340,000 active; in the data active = inhibition above about 34%;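 also: 0% = enzyme with vehicle and 100% = wells lacking enzyme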
# SR-BI uptake up: activators of SR-BI mediated DiI-HDL uptake, primary screen, ldlA[mSR-BI] CHO cells, DiI fluorescence. 0.096% of 320,000 active. activation, % at 12.5 µM. 3 h; 100 = double the neutral-control signal. AID 504775, 2011;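 active = mean replicate activation of at least 60% and every replicate at or above 60%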;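 also: 0% = median plate neutral-control signal and 100% = twice that signal; values of inactives mirror those of a sister screen read the other way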
#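 Test system: SR-BI-overexpressing, LDLR-lacking CHO cells; Medium: Ham's F12 with 0.5% BSA, HEPES 25 mM, pH 7.4; Schedule: 3 h, 37 °C; Technique: bottom-read fluorescence, 550/595 nm.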
# PKA-R2B act: activators of PKA-R2B holoenzyme, primary screen, biochemical, fluorescence polarization, Cy5-IP20, human; cAMP-dependent protein kinase catalytic subunit beta (Homo sapiens) + cAMP-dependent …; PKA-R2B holoenzyme dissociation; R2B truncated from residue 108, S112A mutant; 0% DMSO only, 100% 113 µM cGMP; activation, % at 11.4 µM; 0.079% of 340,000 active; AID 504700, 2011;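 active = activation above a cutoff set at the mean over all compounds plus 3 SD, cut at about 18% in these data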;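 also: higher means more holoenzyme dissociation and a rise in polarization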
# C-LANA FP: inhibitors of KSHV C-LANA binding to DNA, primary screen, biochemical, fluorescence polarization, FAM-LBS DNA, MBP-C-LANA, single point | Kaposi's sarcoma herpesvirus LANA C-terminal domain (residues 932-1162) DNA binding | inhibition, % at 9 µM | 0.078% of 340,000 active;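 active = highest replicate inhibition at or above 60% at 9 µM, even if other replicates fall short; inactive = all replicates below 60% inhibition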;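 also: 0% = neutral control wells and 100% = 4 µM acridine orange control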
# NSD2 HMT inh: NSD2 histone methyltransferase inhibitors, primary screen, biochemical, AlphaScreen, single concentration, set 2; Histone-lysine N-methyltransferase NSD2 (Homo sapiens), O96028; NSD2 peptide methylation, 120 min; inhibition, % at 12.5 µM; 0.54% of 310,000 active; AID 743445, 2014; in the data active = inhibition above about 50%
# SR-BI HDL uptake: inhibitors of SR-BI mediated HDL lipid uptake, primary screen, ldlA[mSR-BI] cells, fluorescence, single point | Scavenger receptor class B member 1 (Mus musculus), Q61009 | ldlA[mSR-BI] CHO cells, DiI-HDL uptake fluorescence, 3 h | inhibition, % at 12.5 µM | 0.96% of 320,000 active | AID 488896, 2010;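 active = mean replicate inhibition of at least 70% and a set share of replicates each scoring 70 or more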;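 also: 0% = median of neutral control wells and 100% = median of positive control wells; values of inactives mirror those of a sister screen read the other way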
# Target sequence (Q61009 whole entry, looked up): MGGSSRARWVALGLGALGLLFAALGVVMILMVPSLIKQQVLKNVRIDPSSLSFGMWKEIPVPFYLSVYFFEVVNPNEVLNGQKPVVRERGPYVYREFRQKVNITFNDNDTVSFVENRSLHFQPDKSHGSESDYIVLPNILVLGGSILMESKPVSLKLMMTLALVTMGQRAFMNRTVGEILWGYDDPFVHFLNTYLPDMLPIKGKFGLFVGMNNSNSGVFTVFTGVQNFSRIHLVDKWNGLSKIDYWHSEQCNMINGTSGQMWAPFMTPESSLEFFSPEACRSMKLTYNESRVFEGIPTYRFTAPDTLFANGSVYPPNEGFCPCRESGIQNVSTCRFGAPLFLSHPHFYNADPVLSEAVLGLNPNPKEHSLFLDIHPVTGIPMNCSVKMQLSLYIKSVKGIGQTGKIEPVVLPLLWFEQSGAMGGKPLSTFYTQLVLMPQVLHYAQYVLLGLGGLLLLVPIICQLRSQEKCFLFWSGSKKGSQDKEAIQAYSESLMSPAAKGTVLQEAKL
# Keap1 Nrf2 FP: Keap1-Nrf2 protein-protein interaction inhibitors, primary screen, biochemical, fluorescence polarization, single point | Keap1 Kelch-Nrf2 peptide fluorescence polarization, 1536-well | inhibition, % at 9.4 µM | 0.15% of 340,000 active | AID 504523, 2011; in the data active = inhibition above about 12%;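 also: human Keap1 Kelch domain with fluorescein labeled Nrf2 9mer peptide probe; 0% = neutral control wells and 100% = peptide positive control; higher means more block of Keap1 binding to Nrf2 peptide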
# Target sequence (Q14145 whole entry, looked up, the tested form may be a part): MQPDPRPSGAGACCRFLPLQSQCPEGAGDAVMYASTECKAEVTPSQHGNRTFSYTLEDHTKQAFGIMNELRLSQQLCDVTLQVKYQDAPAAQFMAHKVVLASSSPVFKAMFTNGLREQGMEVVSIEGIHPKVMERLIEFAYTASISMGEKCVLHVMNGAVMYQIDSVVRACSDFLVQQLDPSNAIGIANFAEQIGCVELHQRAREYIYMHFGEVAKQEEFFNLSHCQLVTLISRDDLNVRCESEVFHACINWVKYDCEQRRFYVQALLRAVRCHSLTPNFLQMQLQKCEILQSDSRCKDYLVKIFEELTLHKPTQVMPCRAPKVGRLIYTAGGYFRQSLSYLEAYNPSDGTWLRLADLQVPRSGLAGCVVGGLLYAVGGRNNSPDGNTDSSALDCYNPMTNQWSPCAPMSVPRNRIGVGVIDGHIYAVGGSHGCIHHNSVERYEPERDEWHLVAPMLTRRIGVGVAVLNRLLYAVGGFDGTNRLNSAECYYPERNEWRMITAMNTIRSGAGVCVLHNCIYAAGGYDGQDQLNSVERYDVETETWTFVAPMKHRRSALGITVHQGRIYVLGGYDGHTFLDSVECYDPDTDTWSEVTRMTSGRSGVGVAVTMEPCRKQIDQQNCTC
# PvdQ inh: P. aeruginosa PvdQ acylase inhibitors, primary screen, biochemical, fluorescence, plate reader and imaging, single point | inhibition, % at 10 µM | purified PvdQ acylase | PvdQ acylase [Pseudomonas aeruginosa LESB58] | AID 488965, 2010 | 0.063% of 340,000 active; in the data active = inhibition above about 30%, passing the limit was not always enough;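 also: 0% = vehicle neutral wells and 100% = reference inhibitor wells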
# Numbers without * were called inactive; nt = not tested or not shown.
SMILES,RTF Ca sens inh,Arr AP2 block,DAGLB inh,SR-BI uptake up,PKA-R2B act,C-LANA FP,NSD2 HMT inh,SR-BI HDL uptake,Keap1 Nrf2 FP,PvdQ inh
Cc1ccc(OCC(O)Cn2c(N3CCCCC3)nc3c2c(=O)[nH]c(=O)n3C)cc1 (configuration not stated),-7.4,-16.8,-3.2,-1.3,-3.1,-2.7,2.1,1.3,4.8,-6.5
Cc1ccccc1C(=O)c1cccn1CC(=O)NCc1ccc(Cl)cc1,-5.4,11.6,-4.1,7.0,7.8,-2.2,1.2,-7.0,0.3,-1.7
CCOc1ccc(N2CC(C(=O)NCCC3=CCCCC3)CC2=O)cc1 (configuration not stated),0.6,0.1,-0.1,-68.7,-6.4,0.9,nt,68.7,-5.8,-8.9
CCOC(=O)Cc1nnc(Nc2cccc(C)c2)c2ccccc12,2.9,-1.1,-1.8,-40.2,0.7,0.5,-0.3,40.2,0.6,3.1
CN(CC(=O)NCc1ccccc1)S(=O)(=O)c1ccc2c(c1)CCC(=O)N2,-4.5,2.6,0.0,6.8,2.9,2.6,-0.6,-6.8,-1.0,6.2
Cc1c(NC(=O)/C=C/C(=O)O)cccc1[N+](=O)[O-],-6.3,-1.9,-3.2,10.2,-5.5,-0.6,-1.6,-10.2,0.6,-18.5
COc1cc(C(=S)N2CCCC2)ccc1OCc1ccc(C)cc1,-8.3,-9.4,-3.1,-37.4,-9.2,-1.5,2.8,37.4,0.0,-5.2
Cn1c(CCNC(=O)c2ccco2)nc2cc(NC(=O)c3ccco3)ccc21,-3.3,-4.6,0.0,30.5,-5.7,-0.3,1.9,-30.5,0.2,-15.8
COc1ccccc1N1CCN(C2CC(=O)N(C)C2=O)CC1 (configuration not stated),-4.1,4.6,0.8,4.8,-6.6,0.2,0.9,-4.8,2.2,-14.4
O=C(N/N=C/c1ccc(OC(=O)c2cccc(Br)c2)cc1)c1cccnc1,5.9,0.6,-2.3,nt,2.0,0.5,-0.4,nt,2.4,15.6
COc1ccc(SCCC(=O)NCc2ccncc2)cc1,5.1,-2.2,1.0,10.5,-14.4,-0.1,19.4,-10.5,1.0,-6.5
Cc1cccc(OC(=O)c2ccncc2)c1C,-0.2,35.8,-0.8,8.8,-9.0,-0.3,-0.3,-8.8,1.3,14.7
CC(SCC(=O)NC(C)C1CC2CCC1C2)C(=O)O (configuration not stated),-3.4,5.5,-2.7,4.7,-5.5,-0.8,-1.4,-4.7,-4.3,9.4
O=C(N/N=C/c1ccccc1C(=O)O)c1cccc(S(=O)(=O)N2CCOCC2)c1,-5.2,5.3,1.3,-0.8,5.5,1.2,0.1,0.8,-4.2,-7.4
CCOC(=O)c1c(-c2ccccc2)nnn1-c1nc(OC)nc(N2CCOCC2)n1,-1.8,4.7,0.1,-3.3,-6.3,2.4,0.1,3.3,-1.9,-17.6
Cc1nnc(SCc2nnc(-c3ccccc3Br)o2)s1,-0.9,1.9,-4.1,-23.9,2.2,0.1,39.4,23.9,-2.2,-8.7
O=C(NC1CCCCCC1)C(=O)NC1CC1,-5.1,5.5,0.2,13.8,0.2,1.0,-2.1,-13.8,-2.8,-12.0
CCCn1c(C2CCCN2c2nc(C)cs2)nc2cc(Cl)c(Cl)cc21 (configuration not stated),-10.8,6.0,-4.4,-14.3,-8.1,-1.1,nt,14.3,-4.1,15.2
O=C(Nc1ccc(S(=O)(=O)N2CCOCC2)cc1)c1ccc(F)cc1,0.7,-16.4,-1.5,13.6,8.0,-0.6,-0.7,-13.6,1.6,-17.0
CCCCCn1c(N2CCOCC2)nc2c1c(=O)n(CC(N)=O)c(=O)n2C,0.6,4.1,-1.4,-2.9,1.7,-0.3,0.0,2.9,-4.5,-6.0

# An excerpt of these results, with two lines to a compound:
# Every second line gives: RTF Ca sens inh	Arr AP2 block	DAGLB inh	SR-BI uptake up	PKA-R2B act	C-LANA FP	NSD2 HMT inh	SR-BI HDL uptake	Keap1 Nrf2 FP	PvdQ inh
- CCCn1c(C2CCCN2c2nc(C)cs2)nc2cc(Cl)c(Cl)cc21 (configuration not stated)
→ -10.8	6.0	-4.4	-14.3	-8.1	-1.1	nt	14.3	-4.1	15.2
- O=C(Nc1ccc(S(=O)(=O)N2CCOCC2)cc1)c1ccc(F)cc1
→ 0.7	-16.4	-1.5	13.6	8.0	-0.6	-0.7	-13.6	1.6	-17.0

# The list continues:
SMILES,RTF Ca sens inh,Arr AP2 block,DAGLB inh,SR-BI uptake up,PKA-R2B act,C-LANA FP,NSD2 HMT inh,SR-BI HDL uptake,Keap1 Nrf2 FP,PvdQ inh
COc1ccc(OCC(=O)Sc2ccc(C)cc2)cc1,-9.8,1.9,-7.6,7.0,-5.0,-0.9,nt,-7.0,-19.9,-11.2
CCOc1ccc(OCc2ccc(C(=O)NCC3CCCO3)o2)cc1 (configuration not stated),2.2,-5.7,-4.5,-23.9,-1.6,1.2,2.2,23.9,-3.9,-14.3
O=c1[nH]cccc1-c1nc2ccccc2n1Cc1ccc(F)cc1,-6.0,-12.5,-1.6,6.2,-1.0,-0.8,-1.5,-6.2,1.6,-18.1
CCOC(=O)C1(Cc2ccccc2)CCCN(C(=O)C=C(C)C)C1 (configuration not stated),-3.4,-3.6,-0.4,7.2,6.1,-1.6,35.3,-7.2,-5.9,-9.1
O=C1c2ccccc2-c2cccc(NS(=O)(=O)c3ccc(C(F)(F)F)cc3)c21,-12.5,29.6,-3.4,32.9,-1.7,0.8,-1.5,-32.9,-0.7,6.4
N#C/C(=C/Nc1ccccc1C(=O)O)C(N)=O,0.5,28.1,-1.4,nt,-1.0,-0.3,-0.1,nt,2.2,7.3
CN(CC(=O)N1CCOCC1)C(=O)CSc1nc2ccccc2s1,4.9,-1.9,-0.8,21.2,-1.2,-0.7,-3.5,-21.2,-6.4,-11.8
COc1cccc(NC(=O)N2CCC(NC(=O)C3CCCCC3)CC2)c1,-16.8,2.4,0.2,nt,1.2,-0.6,-1.6,nt,1.5,-13.3
CN(C)CCCNCCCNC(=O)/C(=N\O)c1ccccc1,1.2,-5.1,3.2,12.2,1.2,-0.4,-2.6,-12.2,-5.6,-1.1
CC(OC(=O)CCCOc1ccccc1)C(=O)Nc1ccc(Cl)cn1 (configuration not stated),2.5,21.5,-6.1,-3.1,-4.6,-5.5,-8.2,3.1,1.4,3.6
COC(=O)C1=CN(CC2CCCO2)C=C(C(=O)OC)C1c1cc(OC)c(OC)c(OC)c1 (configuration not stated),0.1,22.0,0.3,17.8,5.0,0.3,-2.7,-17.8,2.5,8.2
Cc1cnc(NC(=O)CCc2ccccc2)s1,-18.1,6.5,2.0,-0.7,5.8,-0.2,-2.7,0.7,1.2,-7.1
CSc1nncc(=O)[nH]1,-1.8,-2.9,0.3,26.1,6.5,1.5,29.1,-26.1,-6.5,-10.2
O=C(O)c1cccc(S(=O)(=O)Nc2ccc(S(=O)(=O)N3CCOCC3)cc2)c1,-0.5,44.8,1.2,13.4,1.0,0.5,2.0,-13.4,-0.9,-2.0
Cc1ccccc1NC(=S)N(Cc1ccccc1)Cc1cccs1,8.8,44.4,-4.9,7.4,-3.1,0.0,nt,-7.4,-1.2,10.0
COc1ccc(C2(O)CCN(Cc3nnnn3Cc3ccc(F)cc3)CC2)cc1,-0.1,-1.0,-5.6,18.0,-0.2,1.1,1.9,-17.9,2.5,4.1
Cc1ccn2cc(CCNC(=O)C3CCCCC3)nc2c1,-3.4,-4.1,0.1,18.4,1.4,2.1,nt,-18.4,-1.7,-10.2
CCOC(=O)C1=C(O)c2ccccc2C(=O)/C1=C\c1ccc(C)cc1,-7.2,25.5,5.3,2.8,0.5,-4.7,nt,-2.8,-10.4,-10.1
COc1cc(C(=O)NCCN2CCCC2)cc(OC)c1OC,4.2,-1.4,0.8,36.1,-5.0,1.3,0.8,-36.1,-0.9,-5.7
CCC(=O)Nc1ccccc1C(=O)OCC(=O)c1ccc2ccccc2c1,-5.2,-9.0,-2.9,-17.9,-7.2,1.7,nt,17.9,2.6,-10.5
CC(C)CCn1c(SC(C)C(=O)NC2CC2)nc2ccccc2c1=O (configuration not stated),3.6,-10.1,-1.5,-7.1,-4.2,-3.4,-4.3,7.1,-0.3,-10.9
COc1ccc(/C=C(\C#N)C(=O)OCC(=O)NCc2ccccc2)cc1,-5.8,2.2,2.5,10.1,3.4,-0.8,-1.6,-10.1,3.0,-5.5
Cc1ccnc(N2CCN(c3cc(C)c(C#N)c4nc5ccccc5n34)CC2)c1,1.9,-2.7,0.2,-29.8,-0.1,0.1,0.5,29.8,-7.1,-7.5
Cc1ccc(-n2c(SCC(=O)OC(C)C)nnc2-c2ccncc2)cc1,0.2,3.7,3.6,-16.7,-1.6,-0.2,1.2,16.7,1.6,6.6
O=C(COC(=O)c1ccc(S(=O)(=O)N2CCCCC2)cc1)NCc1ccco1,-1.3,37.7,0.1,-3.4,-8.3,0.8,6.6,3.4,-3.8,7.3
CC(C)(C)C1CCC(=NNS(=O)(=O)c2ccc(Br)cc2)CC1 (configuration not stated),0.0,2.1,-1.2,-3.9,-3.1,0.6,-0.7,3.9,0.0,-17.0
N#CCCN1CCCN(CCC#N)CCN(CCC#N)CCCN(CCC#N)CC1,-5.4,24.0,-1.8,12.4,-8.2,0.4,21.4,-12.4,0.5,-0.5
C/C(=N\NC(=O)C(C)n1nc(C)c([N+](=O)[O-])c1C)c1ccccc1O (configuration not stated),1.6,4.6,4.1,19.2,-0.3,-2.3,-6.2,-19.2,1.2,2.4
Cc1ccc2c(c1)C1CN(C)CCC1N2C(=O)COc1ccc(N(C)S(=O)(=O)c2cccs2)cc1 (configuration not stated),-6.7,11.4,2.2,nt,0.1,-0.9,-0.3,nt,-4.9,-5.9
O=c1cc(-c2ccccc2)c2c(O)cc(O)cc2o1,-2.6,35.3,-2.8,-4.4,0.5,-1.5,-1.3,4.4,3.8,4.6
CCc1c(C)nc(SCC(=O)N2CCCCC2)[nH]c1=O,-6.6,15.0,0.0,-6.7,8.0,-1.0,-1.7,6.7,4.2,-13.3

# Bioassay records from PubChem BioAssay.

# An unsorted share of the library. Share with any hit: about 2.1%.
